High-throughput results: PubChem BioAssay, National Center for Advancing Translational Sciences (NCATS)
TrxR1 inh: inhibitors of rat thioredoxin reductase 1; O89049; AID 588453; recombinant rTrxR1, NADPH fluorescence consumption, selenite substrate; Potency, µM (doses to about 114 µM), without a hit: top-dose activity change, negative = inhibition, hits mostly inhibitors; 390,000 tested, 1% active; further: potency means the concentration at half of the fitted maximal effect; on the % scale 0 is the no-effect control and ±100 the full control effect; nearly all actives have a fitted effect of over 65% in size
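Rat TrxR1 (90 nM in the dispensed reagent) was pre-reduced with 400 uM NADPH for 5 min at room temperature, then incubated with compound for 15 min. After 400 uM selenite was added, NADPH fluorescence (Ex 340/Em 450 nm) was followed for 8 min.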
USP1 inh: USP1/UAF1 (human) deubiquitinase inhibition | 390,000 tested, 0.23% active | O94782 | Potency, µM (series often up to 57.1 µM), inactives show at the highest dose activity change, negative = inhibition, hits mostly inhibitors | recombinant USP1/UAF1, Ub-Rhodamine cleavage fluorescence; further: potency means the concentration at half of the fitted maximal effect; on the % scale 0 is the no-effect control and ±100 the full control effect; nearly all actives have a fitted effect of over 60% in size; inactives centre near -12
Target sequence (O94782 whole entry, looked up): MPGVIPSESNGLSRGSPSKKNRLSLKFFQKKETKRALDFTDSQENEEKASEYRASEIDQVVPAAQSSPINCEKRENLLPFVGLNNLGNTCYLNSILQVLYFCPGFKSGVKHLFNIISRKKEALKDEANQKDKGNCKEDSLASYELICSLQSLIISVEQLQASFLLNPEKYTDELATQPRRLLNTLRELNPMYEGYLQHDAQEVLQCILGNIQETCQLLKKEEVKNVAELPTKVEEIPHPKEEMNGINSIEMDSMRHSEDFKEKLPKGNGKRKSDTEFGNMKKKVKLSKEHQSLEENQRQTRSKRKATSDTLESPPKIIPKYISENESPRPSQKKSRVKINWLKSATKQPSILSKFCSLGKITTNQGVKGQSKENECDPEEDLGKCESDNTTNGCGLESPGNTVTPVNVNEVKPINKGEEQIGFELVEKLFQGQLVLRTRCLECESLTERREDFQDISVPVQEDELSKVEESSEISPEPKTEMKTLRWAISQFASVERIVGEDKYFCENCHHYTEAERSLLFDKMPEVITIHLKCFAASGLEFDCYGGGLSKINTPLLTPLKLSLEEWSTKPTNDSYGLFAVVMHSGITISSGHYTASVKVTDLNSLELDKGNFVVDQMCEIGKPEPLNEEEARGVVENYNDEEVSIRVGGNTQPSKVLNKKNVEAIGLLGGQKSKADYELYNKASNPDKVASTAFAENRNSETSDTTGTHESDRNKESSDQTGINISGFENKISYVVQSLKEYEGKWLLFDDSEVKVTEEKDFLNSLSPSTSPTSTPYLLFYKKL
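Step one: compound is pinned into 1nM USP1/UAF1 in HEPES pH 7.8 buffer with TCEP. Step two: 15 min room-temperature incubation. Step three: Ub-Rho (150nM final) starts cleavage, tracked by fluorescence over six one-minute reads.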
IDH1 R132H inh: human IDH1 R132H inhibition; O75874; IDH1-R132H enzyme, NADPH consumption, diaphorase/resazurin fluorescence; Potency, µM (highest dose often 76.6 µM), for the others: at the highest dose activity change, negative = inhibition, usual class: inhibitors; 390,000 tested, 0.093% active; further: potency means the concentration at half of the fitted maximal effect; on the % scale 0 is the no-effect control and ±100 the full control effect; nearly all actives have a fitted effect of over 65% in size
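IDH1-R132H (0.5 ug/mL dispensed) in pH 7.5 Tris buffer was preincubated 30 min with compound, then given a substrate mix of 0.016 mM NADPH and 2 mM alpha-KG for 80 min at room temperature; remaining NADPH was read by diaphorase/resazurin fluorescence.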
TrxR1 substrate: is turned over as a substrate by rat TrxR1. O89049. purified TrxR1 substrate turnover, NADPH consumption readout. Potency, µM (top dose mostly 114 µM), for inactives: top-dose activity change, negative = substrate turnover. 390,000 tested, 0.01% active. AID 588456; further: potency means the concentration at half of the fitted maximal effect; on the % scale 0 is the no-effect control and ±100 the full control effect; nearly all actives have a fitted effect of over 50% in size
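Rat TrxR1, dispensed at 90 nM, was prereduced with 400 uM NADPH (final) for 5 min at ~22 deg C, then incubated with compound 15 min before 400 uM selenite. A first-read NADPH fluorescence drop versus no-compound background flagged substrates.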
PI4K2A block: blocks human PI4K2A kinase activity; Q9BTU6; purified PI4K2A, ADP-Glo luminescence, 1 h; stronger effect = lower value; activity change, negative = inhibition, % at 76.9 µM; 420,000 tested, 0.13% active; AID 1346378; in the data active means activity change below about -50%; inconclusive means mostly about -30% to -49%;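 further: -100% = wells without enzyme as full effect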
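ADP-Glo luminescence measured ADP generated by PI4K2A enzyme (4 ug/mL before mixing) with 1.2 mM PI substrate (pre-mix) and 300 microM ATP (pre-mix). Tris pH7.5 buffer with MgCl2, Triton X-100; 1 h reaction at ambient temperature.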
D2 ag: agonists of human D2 dopamine receptor | P14416 | 340,000 tested, 0.53% active | AID 485358 | HEK293 T-REx D2 cells, calcium flux agonist mode | activation, % at 2 µM;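 active means activation over 3 SD above normal in the single-dose calcium agonist read, cut at about 30% in these data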; further: 0% is about no effect
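In this primary screen, compounds producing a positive calcium signal within 180 s of addition to tetracycline-induced, force-coupled HEK293 Trex D2 cells are flagged; cells are dye-loaded with a no-wash calcium kit beforehand.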
D2 antagonist: antagonists of human D2 dopamine receptor. P14416. HEK293 TREx D2 cells, calcium flux, dopamine EC80. inhibition, % at 10 µM. 340,000 tested, 2% active; in the data active means inhibition above about 30%; further: 0% is about no effect
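Compounds are added to dye-loaded, induced HEK293 T-REx cells coupled to calcium release via D2; after a 3 min kinetic read an EC80 dopamine stimulus is given and fluorescence is recorded for 3 more min.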
TRHR ag: activates the human TRH receptor | P34981 | TRHR cells, calcium flux fluo-8, FDSS agonist mode | activation, % at 2 µM | 360,000 tested, 0.18% active; in the data active means activation above about 30%; further: 0% is about no effect
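Read-out: compound-evoked intracellular calcium rise in TRHR cells, fluo-8 dye, kinetic FDSS fluorescence at 1 s/cycle following a 10-cycle baseline. Cells cultured overnight before dye loading (30 min–1.5 h, RT).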
TRHR enhancer: allosteric enhancers of human TRH receptor. TRHR cells, fluo-8 calcium fluorescence, EC20 TRH enhancement. AID 493056. enhancement, % at 2 µM. 360,000 tested, 0.66% active; in the data active means enhancement above about 30%; further: 0% is about no effect
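TRHR-expressing cells loaded with fluo-8 calcium dye were read kinetically (ex 480/em 530) during compound addition, then stimulated with an EC20 of TRH (10 nM final). Enhancement of the Gq-mediated intracellular calcium response was scored.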
The depositor's hits bear a star; ? = inconclusive; nt = not tested or not shown; & = joins results of further samples; [ ] = remark or other dose. Unless noted, the call rests on the fitted dose curve; in most records, active means well fitted inhibition curve with a large enough effect; inconclusive means small, poorly fitted or top-dose-only effect; inactive means no such curve, though single readings can be large or run the other way.

no. | compound | TrxR1 inh | USP1 inh | IDH1 R132H inh | TrxR1 substrate | PI4K2A block
1 | O=C(COC(=O)CC1CC2CCC1C2)Nc1cc([N+](=O)[O-])ccc1F (centres undefined) | 3.9% | -7.0% | 0.0% | -11.8% | -2.4
2 | CN(C)C1=NC[C@H](Cc2ccccc2)N1CCCC1CCCCC1 | -1.2% | -20.6% | -5.3%[38.3 µM] | 2.8% | -3.0
3 | COc1ccc(S(=O)(=O)Nc2cc(-c3cn4ccc(C)cc4n3)ccc2C)cc1OC | 34.9% | -13.0% | 0.0% | 22.2% | 2.0
4 | COc1ccc(CCNC(=O)CSc2nnc(-c3ccccc3)o2)cc1OC | 31.1% | -24.2% | 2.0% | 9.6% | -4.7
5 | Cc1cccc(C(=O)Nc2ccc(O)cc2)c1 | 10.9% | -22.5% | 5.3% | 0.1% | -2.2
6 | COc1ccc(N2CCN(C(=O)c3cc(N4C(=O)C5C6CCC(C6)C5C4=O)ccc3Cl)CC2)cc1 (centres undefined) | -16.9% | -17.2% | 1.6% | -16.3% | -4.6
7 | COC(=O)c1cc(-n2cccc2)ccc1N1CCOCC1 | -10.1%[57.1 µM] | -9.1% | -1.5% | -2.7%[57.1 µM] | -0.8
8 | N#Cc1c(-c2ccc(F)cc2)c(-c2ccc(F)cc2)nn(CCO)c1=O | -3.0%[11.4 µM] | -3.9% | 4.4% | 14.6%[57.1 µM] | -14.9
9 | COc1ccccc1-n1c(CNC(=O)c2ccc(S(=O)(=O)N3CCOCC3)cc2)n[nH]c1=S | -12.2% | -10.8% | 4.2% | 11.4% | -0.5
10 | CC(C)N1C(=O)CC(Nc2cccc3cccc(N)c23)C1=O (centres undefined) | -54.0% | ? | 10.1% | -2.2%[57.1 µM] | -13.0
11 | Cc1ccc2oc(Nc3nc(-c4ccccc4)cc(=O)[nH]3)nc2c1 | 3.6%[57.1 µM] | -1.7% | -2.0% | -5.1% | -3.4
12 | Cc1ccc(NC(=O)C2CCC(CNC(=O)[C@@H]3Cc4ccccc4CN3)CC2)cc1 (some centres undefined) | 26.2% | -13.8% | 0.3% | 0.9% | -2.8

no. | D2 ag | D2 antagonist | TRHR ag | TRHR enhancer
1 | 0.1 | -13.9 | 0.7 | 1.6
2 | 0.6 | 8.1 | 0.2 | 5.4
3 | -1.2 | nt | -2.8 | 1.7
4 | -0.7 | 0.8 | -0.4 | -6.7
5 | -1.0 | 7.8 | -0.9 | -2.0
6 | 3.1 | 3.1 | 0.0 | 0.2
7 | 0.4 | -4.7 | -0.9 | 3.6
8 | nt | nt | nt | nt
9 | 0.8 | 0.8 | 0.4 | -0.9
10 | 0.5 | -3.1 | -0.3 | -1.8
11 | 0.5 | -13.2 | -1.0 | 1.5
12 | 1.4 | 16.3 | -1.2 | -1.3

no. | compound | TrxR1 inh | USP1 inh | IDH1 R132H inh | TrxR1 substrate | PI4K2A block
13 | CCOC(=O)c1ccc(N(C(=O)CNC(=O)c2ccco2)C(C(=O)NCC2CCCO2)c2ccc(OC)c(OC)c2)cc1 (centres undefined) | -2.3% | -1.3% | -3.2% | -3.4% | 6.5
14 | O=C(CSc1nc2nn(-c3ccccc3)c(=O)c-2c2n1CCCCC2)Nc1ccc(F)c(F)c1 | -3.8%[2.29 µM] | -15.4% | -0.6% | -10.2%[57.1 µM] | -6.3
15 | COc1ccccc1NC(=O)COC(=O)c1cnccn1 | -7.3% | -5.8% | -1.1% | -11.8% | 0.2
16 | COC(=O)c1cc2occc2n1Cc1nc(-c2ccc(Cl)cc2)oc1C | 31.0%&2.9% | -33.6%&-10.9% | 0.0%&-10.8% | 19.0%&3.3% | -0.5&2.3
17 | COc1cc(CC(=O)OCC(=O)NCc2cccs2)cc(OC)c1OC | -10.8% | -2.9% | 2.0% | -7.9% | 3.1
18 | COC(C[C@H]1O[C@@H]1[C@H](O)COCc1ccccc1)OC | -5.4% | -4.6% | -11.9% | -6.7% | 0.4
19 | CCOc1ccc(S(=O)(=O)Nc2ccc(C(=O)N3CCCC3)cc2)cc1 | 36.4%[activator] | -7.5% | -13.4% | 2.6% | -1.0
20 | COc1cccc(Oc2ccc(C(F)(F)F)cc2NC(=O)CN2C(=O)NC3(CCCC3)C2=O)c1 | -4.4% | -19.9% | -28.3% | 3.8% | -1.1
21 | Cc1ccccc1OC(=O)c1nc(SCc2ccccc2F)ncc1Cl | 11.7% | -3.6% | 7.6% | -2.0% | -6.5
22 | Cc1oc(C(=O)O)cc1CSCc1ccoc1C(=O)O | -6.6% | -8.9% | 2.3% | -6.4% | -24.2
23 | CS(=O)(=O)NCCOc1ccc(S(=O)(=O)N2CCCc3ccccc32)cc1 | 5.4%[11.4 µM] | -3.3% | 4.6% | 4.0%[11.4 µM] | -2.2
24 | COc1ccc(N2C(=O)CSC2c2ccccc2)cc1 (centres undefined) | 11.5% | -13.3% | -6.1% | 6.5% | -2.6

no. | D2 ag | D2 antagonist | TRHR ag | TRHR enhancer
13 | -1.7 | 20.8 | -1.7 | -0.2
14 | nt | nt | nt | nt
15 | 0.5 | -2.2 | -0.1 | -5.1
16 | 0.7 | -28.9 | -0.1&0.4 | -2.4&-2.9
17 | nt | nt | nt | nt
18 | 0.2 | 8.2 | 0.7 | -1.6
19 | 0.0 | -8.0 | 0.3 | -2.8
20 | nt | nt | nt | nt
21 | 1.2 | nt | 3.5 | -0.6
22 | nt | nt | 0.2 | 10.0
23 | 0.7 | -12.9 | 0.5 | 2.4
24 | 0.0 | 3.5 | -0.2 | -2.8

no. | compound | TrxR1 inh | USP1 inh | IDH1 R132H inh | TrxR1 substrate | PI4K2A block
25 | O=C(CN1C(=O)COc2ccc(S(=O)(=O)N3CCOCC3)cc21)NCc1ccccn1 | 8.4% | 2.4% | -4.2% | 0.9% | 0.9
26 | COc1cc2ncnc(NCCCN3CCOCC3)c2cc1OC | 8.3% | -9.3% | 7.1% | -0.8% | -3.2
27 | COc1cccc2c(Nc3ccccc3C)cc(C)nc12 | 16.6%[57.1 µM] | -3.9% | -0.8% | 4.7%[57.1 µM] | -1.4
28 | CCNC(=O)N1CCOCC1 | 9.4% | -11.1% | 7.8% | 8.2%[57.1 µM] | -2.0
29 | COc1ccc(NC(=O)CN(C)C(=O)c2ccc(-c3ccccc3Cl)o2)cc1 | -18.8%[57.1 µM] | -9.6% | 0.0% | -6.8%[57.1 µM] | -3.1
30 | COc1ccc(C(O)Cn2ccsc2=NC(C)=O)cc1 (centres undefined) | 6.1% | 0.9% | 11.9% | 7.0% | -2.4
31 | O=C(CN1CCN(S(=O)(=O)c2ccc(F)cc2)CC1)Nc1ccc(Cl)c(C(F)(F)F)c1 | 0.9%[57.1 µM] | -24.2% | 0.6% | 1.7%[57.1 µM] | 1.0
32 | CCOC(=O)c1sc2nc(NC(=O)COc3ccccc3)sc2c1C | 5.2%[57.1 µM] | -13.3% | 13.8% | 4.8%[57.1 µM] | -2.5
33 | O=C(c1ccccc1)N1CCN(S(=O)(=O)c2cccs2)CC1 | 18.7% | -5.3% | -5.4% | 0.9% | -1.3
34 | CCOc1ccc(C2CC(c3ccc(CC)cc3)n3nc(N)nc3N2)cc1 (centres undefined) | 9.9%[57.1 µM] | -1.3% | 2.6% | 6.0%[57.1 µM] | 0.0
35 | O=C(CSc1nc2ccccc2n1Cc1ccccc1)N/N=C/c1ccccc1C(=O)O | 20.3% | ? | 2.2% | 8.1% | 10.5
36 | CC1CCCN(C(=O)CCNC(=O)Cn2cnc3ccccc3c2=O)C1 (centres undefined) | 4.8% | -14.6% | -17.2% | -4.8% | 0.7

no. | D2 ag | D2 antagonist | TRHR ag | TRHR enhancer
25 | 0.3 | -12.5 | -0.5 | 2.6
26 | 1.5 | -7.0 | 0.4 | 16.8
27 | 0.3 | -14.8 | -0.1 | -1.7
28 | nt | nt | 0.5 | 10.9
29 | 0.6 | 4.1 | -0.7 | 5.5
30 | -0.6 | 3.8 | -0.1 | 18.2
31 | -0.1 | -2.9 | 0.4 | 4.6
32 | -0.1 | -12.6 | 1.3 | -2.5
33 | 0.3 | -3.1 | 0.3 | 0.3
34 | -1.0 | -23.9 | -0.4 | 4.3
35 | -0.8 | -2.6 | 0.7 | 1.2
36 | 1.9 | -7.7 | 0.0 | -1.5

no. | compound | TrxR1 inh | USP1 inh | IDH1 R132H inh | TrxR1 substrate | PI4K2A block
37 | O=S(=O)(NC1CCCCC1Sc1ncccn1)c1ccc(Cl)cc1 (centres undefined) | 2.1% | -18.2% | 1.1% | -3.8% | -3.3
38 | CCn1c(=O)c([N+](=O)[O-])c(N2CCN(Cc3ccc4c(c3)OCO4)CC2)c2ccccc21 | -5.3%[57.1 µM] | -10.1% | -3.0% | -2.4%[57.1 µM] | -5.3
39 | NC(=O)c1ccccc1OCC(=O)Nc1cccnc1Cl | 3.4% | -6.1% | -9.8% | -3.8% | -2.8
40 | O=Cc1c(N2CCCCCC2)nc2ccccn2c1=O | -15.0%[57.1 µM] | -11.8% | 3.0% | -2.3%[57.1 µM] | 32.1

no. | D2 ag | D2 antagonist | TRHR ag | TRHR enhancer
37 | 0.1 | -18.1 | 0.1 | 3.5
38 | -0.6 | 12.6 | -0.2 | 17.9
39 | -0.4 | 4.0 | 0.5 | -7.0
40 | 56.2* | -6.7 | 0.1 | 21.0

Three compounds from above, sorted by length of the SMILES, ascending:
no. | compound | TrxR1 inh | USP1 inh | IDH1 R132H inh | TrxR1 substrate | PI4K2A block
39 | NC(=O)c1ccccc1OCC(=O)Nc1cccnc1Cl | 3.4% | -6.1% | -9.8% | -3.8% | -2.8
37 | O=S(=O)(NC1CCCCC1Sc1ncccn1)c1ccc(Cl)cc1 (centres undefined) | 2.1% | -18.2% | 1.1% | -3.8% | -3.3
35 | O=C(CSc1nc2ccccc2n1Cc1ccccc1)N/N=C/c1ccccc1C(=O)O | 20.3% | ? | 2.2% | 8.1% | 10.5

no. | D2 ag | D2 antagonist | TRHR ag | TRHR enhancer
39 | -0.4 | 4.0 | 0.5 | -7.0
37 | 0.1 | -18.1 | 0.1 | 3.5
35 | -0.8 | -2.6 | 0.7 | 1.2
